Compound activity from PubChem BioAssay.
SSB-PriA inh = inhibitors of Klebsiella pneumoniae PriA binding to SSB C-terminal tail, primary screen, biochemical, AlphaScreen. AID 1272365, 2023. 430,000 tested, 0.6% active. AlphaScreen SSBct-PriA binding, biotinylated peptide. PriA–SSB C-terminal tail interaction (Klebsiella pneumoniae). inhibition, % at 33 µM; in the data active = inhibition mostly above about 37%, no sharp cut-off; inactive = mostly below about 20%;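 note: plate controls were negative control peptide for no effect and reference peptide for full effect; strong numbers were not always called active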
Vc quorum ag = inducers of Vibrio cholerae quorum light production without autoinducers, primary screen, BH1578 luxS cqsA deficient, single point; 350,000 tested, 0.16% active; V. cholerae BH1578 lux reporter, luminescence, 6 h; activation, % at 18.7 µM; in the data active = activation mostly above about 9.7%, no sharp cut-off; note: not every result past the cut was called active; inactives centre near 0; reference of the scale not given here
Rv3671c protease = Rv3671c serine protease inhibitors, primary screen, biochemical, fluorescence polarization, M. tuberculosis H37Rv; inhibition, % at 5.96 µM; 320,000 tested, 0.048% active; in the data active = inhibition above about 38%;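 note: extracellular domain of Rv3671c used as enzyme; 0% = enzyme with DMSO and 100% = no enzyme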
Target sequence (P9WHR9 whole entry, looked up, the tested form may be a part): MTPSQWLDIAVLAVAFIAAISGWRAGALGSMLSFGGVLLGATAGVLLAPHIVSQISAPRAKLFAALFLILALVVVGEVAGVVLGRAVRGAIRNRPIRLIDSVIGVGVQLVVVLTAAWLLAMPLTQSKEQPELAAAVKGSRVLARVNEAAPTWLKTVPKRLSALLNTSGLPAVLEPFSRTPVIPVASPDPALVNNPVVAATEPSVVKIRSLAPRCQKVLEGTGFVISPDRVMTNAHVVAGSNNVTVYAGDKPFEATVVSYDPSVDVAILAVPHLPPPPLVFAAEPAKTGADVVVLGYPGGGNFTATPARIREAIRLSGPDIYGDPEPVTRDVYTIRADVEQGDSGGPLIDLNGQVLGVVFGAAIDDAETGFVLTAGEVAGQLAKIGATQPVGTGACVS
MazF activator = activators of E. coli MazEF toxin-antitoxin RNase, primary screen, biochemical, fluorescence, uHTS; Endoribonuclease toxin MazF (Escherichia coli (strain K12)), P0AE70; activation, % at 20 µM; FAM/BHQ RNA-DNA oligo cleavage fluorescence, 5 h; 350,000 tested, 0.32% active; in the data active = activation above about 50%
Target sequence (P0AE70 whole entry, looked up): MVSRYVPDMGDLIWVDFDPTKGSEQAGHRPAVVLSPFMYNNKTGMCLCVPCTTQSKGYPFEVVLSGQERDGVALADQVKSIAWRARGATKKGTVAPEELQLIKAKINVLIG
Anthrax LF prot = Bacillus anthracis LF protease inhibitors, primary screen, biochemical, multiplex microsphere, MLPCN library; Lethal factor (Bacillus anthracis), P15917; multiplex microsphere protease cleavage assay; inhibition, % at 10 µM; 360,000 tested, 0.12% active; AID 588501, 2011; in the data active = inhibition above about 30%; note: plate controls were buffer without enzyme for full effect and enzyme alone for no effect
Yp Topo-I inh = Yersinia pestis topoisomerase I inhibitors, primary screen, biochemical, cleavage product accumulation, plate reader, single point; DNA topoisomerase I (Yersinia pestis CO92); Y. pestis Topo-I cleavage product accumulation; activity, % at 10 µM; 360,000 tested, 0.064% active; in the data active = activity above about 50%, passing the limit was not always enough; note: inactives centre near 2
DUSP3 inh = VHR1 phosphatase inhibitors, primary screen, biochemical, absorbance, uHTS | recombinant VHR phosphatase, pNPP absorbance | inhibition, % at 13.3 µM | 290,000 tested, 0.52% active | AID 1654, 2009; in the data active = inhibition above about 50%; note: some compounds called inactive have numbers as strong as hits
Target sequence (P51452 whole entry, looked up): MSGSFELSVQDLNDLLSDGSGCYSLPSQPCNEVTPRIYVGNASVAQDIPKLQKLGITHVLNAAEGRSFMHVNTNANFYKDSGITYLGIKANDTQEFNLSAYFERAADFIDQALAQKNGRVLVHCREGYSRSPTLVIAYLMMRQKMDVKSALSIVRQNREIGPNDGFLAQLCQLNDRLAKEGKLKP
TcdB GH inh = TcdB glycohydrolase inhibitors, primary screen, biochemical, single point, plate reader; AID 652162, 2013; 350,000 tested, 0.24% active; inhibition, % at 9.99 µM; Toxin B (Clostridioides difficile), P18177; TcdB glycohydrolase enzymatic assay; in the data active = inhibition above about 10%
PfHsp40 rescue = rescue of yeast from PfHsp40 toxicity, primary screen, S. cerevisiae, ATP luminescence; S. cerevisiae expressing PfHsp40, growth rescue; growth rescue, % at 12.5 µM; 340,000 tested, 0.68% active; in the data active = growth rescue above about 28%, passing the limit was not always enough;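 note: yeast W303a lacking pdr1 and pdr3 grown in galactose medium; growth measured after three days at 30 °C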
3CLpro inhibitor = SARS-CoV 3CLpro protease inhibitors, primary screen, biochemical, quenched FRET. inhibition, % at 6 µM. 290,000 tested, 0.14% active. Replicase polyprotein 1ab (Severe acute respiratory syndrome coronavirus), P0C6X7. recombinant SARS-CoV 3CLpro, quenched FRET peptide cleavage; in the data active = inhibition above about 12%
Active calls of the source: *; i = inactive; . = not tested or not shown; & = joins results of further samples.

SMILES	SSB-PriA inh	Vc quorum ag	Rv3671c protease	MazF activator	Anthrax LF prot	Yp Topo-I inh	DUSP3 inh	TcdB GH inh	PfHsp40 rescue	3CLpro inhibitor
O=C(COc1ccccc1Cl)NCc1ccncc1	-4	-0.6	0	0	2	7	23	.	0.0	-1
CCn1c(=O)c(C(=O)NCCN2CCCCC2)c(O)c2ccccc21	-8	i	-6	-1	8	-5	8	.	-0.8	0
Cc1ccc(CSc2nnc(NC(=O)Cn3cnc4ccccc4c3=O)s2)cc1	-5	-0.4	-11	2	-4	-12	22	-0.3	-0.1	5
Cc1ccc(NC(=O)CSc2nnc(-c3cccs3)o2)cc1S(=O)(=O)N1CCCCC1	-12	-0.2	0	1	1	7	5	1.3	0.8	2
Cc1nc2sc(C(c3cccs3)N3CCN(c4ccccc4)CC3)c(O)n2n1 (centres undefined)	5	i	-7	2	-8	-11	8	1.1	-0.9	1
COc1cccc(N2CCN(Cc3nc4scc(-c5ccccc5)c4c(=O)[nH]3)CC2)c1	6	-0.3	-13	1	0	29	13	-0.1	4.3	4
O=C(COC(=O)c1ccc(S(=O)(=O)NCc2ccco2)cc1)Nc1ccc(OC(F)F)cc1	-2	-5.9	-5	1	1	3	10	.	-1.3	9
Nc1ccc2oc(-c3ccc4nc[nH]c4c3)nc2c1	-6	.	5	11	-5	-1	0	.	21	0
Cc1nccn1Cc1ccc(Cl)nc1	-9	-0.3	-4	3	-2	5	13	0.0	-1.3	1
CC(C)(C)OC(=O)N1CCN(CCNC(=O)c2ccccc2)CC1	-10	-1.0	7	4	-1	-7	10	1.2	-0.8	1
Cn1c(=O)c2c(ncn2CC(=O)NC(C)(C)C)n(C)c1=O	-11	-0.3	3	1	-3	-3	10	-0.7	1.2	-1
COc1ccc(CC(N)c2csc(Nc3ccc(S(C)(=O)=O)cc3)n2)cc1 (centres undefined)	.	i	.	.	-1	-1	.	0.3	.	.
Cc1ccc2nc3c(cc(C(N)=S)c(=N)n3CCCOC(C)C)c(=O)n2c1	20	-2.7	8	21	13	1	24	-0.2	1.1	3
CCOc1ccc2[nH]c(=O)c(CN(CCc3ccccc3)C(=O)c3cnccn3)cc2c1	-5	-0.5	1	-4	-6	-3	18	.	0.0	5
CCCCOn1c(C)c(C(=O)OCC)c2c3nonc3ccc21	-20	i	-14	-11	-2	-6	.	.	1.3	-1
OC1(c2ccccc2F)CCN(Cc2nnnn2Cc2ccc(F)cc2)CC1	-6	0.3	4	-22	0	2	10	0.1	-0.3	-2
Cc1cccc(NS(=O)(=O)c2cccc(C(=O)N3CCC3)c2)c1	-10	i	-9	-3	4	-4	.	5.2	-1.3	.
CCOc1ccccc1/C=N/N1CCN(Cc2ccccc2)CC1	.	i	-2	-2	-19	4	-2	-1.5	-0.5	3
COC(=O)c1c(C(=O)OC)c(-c2ccccc2)n2c1CS(=O)C2 (centres undefined)	-4	i	-4	4	-5	-2	-11	.	-1.0	2
CCNc1nc(NCC)nc(OCCOC(=O)COc2ccc(Cl)cc2Cl)n1	-13	-1.0	5	-5	1	7	9	.	-0.8	2
COc1cc(C(=O)Oc2cc(C)[nH]c(=O)c2[N+](=O)[O-])cc(OC)c1OC	-1&-4	3.4	-1	10	1	-3	8	0.7	-0.9	-2
Cc1ccc(CCC(=O)Nc2ncc(Cc3cccc(Cl)c3Cl)s2)o1	-19	-0.3	6	-1	0	3	18	0.6	-1.0	3
CCn1c(=NC(=O)CCS(=O)(=O)c2ccccc2)sc2cccc(OC)c21	-14&-17	i	-9	-6	1	39	-8	1.5	3.3	2
Cc1nc2ccccc2c2nc(N)nn12	-10	-0.7	-3	2	0	2	22	.	-1.9	3
CCN(C[C@H]1N[C@@](Cc2ccccc2)(C(=O)OC)[C@H]2C(=O)N(Cc3ccccc3)C(=O)[C@@H]12)C(=O)c1ccc(F)cc1	-8	i	-1	8	8	37	.	1.3	0.6	.
Cc1cccc(-c2n[nH]c(=S)n2/N=C/c2cccs2)c1	.	i	1	-7	-1	-5	-10	1.5	.	5
C#CC[N+]1(CC#Cc2ccccc2)CCCC1	6	.	-5	12	-2	7	5	.	4.1	0
COC(=O)c1sc(NC(=O)c2cc(C)on2)nc1C	2	3.6	-3	4	-1	2	32	1.3	0.8	-3
Cc1ccc(C(=O)NCCNc2ccc(Cl)cc2[N+](=O)[O-])o1	11	i	-2	1	-3	-4	13	.	0.1	7
C[C@H](CO)N1C[C@H](C)[C@H](CN(C)S(=O)(=O)c2cccs2)OCc2cnnn2CCCC1=O	.	i	.	10	1	0	.	-0.6&-0.6	.	.
CCOc1ccc(-c2nnc(NC(=O)Cc3cc(OC)c(OC)c(OC)c3)o2)cc1	2	0.8	-7	6	-9	7	.	1.0	0.0	-4
COc1ccc(/C=N/NC(=O)c2cc[n+]([O-])cc2)cc1O	.	-0.3	5	6	-2	-10	30	8.7	1.0	-2
Cn1c(NC(=O)c2ccc(Br)o2)cc(=O)n(C)c1=O	-14	-5.7	2	-7	-2	-2	15	.	-0.5	-4
O=C(Nc1ccc(C(=O)O)cc1)/C(=C\c1ccco1)NC(=O)c1ccc(Br)o1	-1	-0.2	3	-8	4	1	-3	0.3	0.8	-3
COC(=O)C1=C(C)N(CC2CCCO2)C(=O)/C1=C\c1ccc(O)cc1 (centres undefined)	-14	i	-12	3	-4	-1	10	.	-0.4	-2
COc1nc(NCCc2ccc(OC)c(OC)c2)nc(NC(C)(C)CO)n1	-6	-0.4	1	-1	-1	-2	4	.	-1.7	-1
Cc1ccc(S(=O)(=O)N2CCN(S(=O)(=O)c3cccs3)CC2)cc1	-12	-1.3	7	-5	5	-5	14	0.2	-0.8	-5
Clc1ccc(C(Cn2ccnc2)OCc2c(Cl)cccc2Cl)c(Cl)c1 (centres undefined)	9	i	-7	-15	-6	44	.	-1.7	103*	.
CC1CCN(Cc2ccc(-c3nn[nH]n3)cc2)CC1	-1	1.2	9	-4	0	1	-18	.	0.0	-2
CCCn1c(Cc2ccccc2)nnc1SC(C)C(=O)NC1CC1 (centres undefined)	-13	2.5	6	8	-3	-2	.	0.0	-0.3	.
CCOc1cc(/C=N/N=C2/NC(=O)C(CC(=O)O)S2)ccc1OS(=O)(=O)c1ccc(C)cc1 (centres undefined)	.	i	.	-1	-4	15	29	-1.3	0.1	8
O=C1OC(Nc2nc3ccccc3s2)c2ccccc21 (centres undefined)	-13	5.0	-6	-2	2	2	25	.	0.2	-2
Cc1cc2oc(=O)cc(CN3CCOCC3)c2cc1C	-13	-0.4	1	2	-2	-6	31	.	-2.0	-2
Cc1cccc(C)c1NC(=O)CN(C1CCCCC1)S(C)(=O)=O	-9	i	2	-11	0	-2	30	0.9	-1.2	0
NC(=O)c1c(NC(=O)COC(=O)c2ccc(O)c(Cl)c2)sc2c1CCCC2	-10	8.9	-11	-10	-4	3	.	1.1	0.4	.
CCN(CCn1cccn1)C(=O)CC1C(=O)NCCN1Cc1cc(OC)cc(OC)c1 (centres undefined)	6	.	-2	2	1	1	17	0.6	0.9	-1
Fc1ccc(CSc2ncnc3c2ncn3C2CCCCO2)cc1 (centres undefined)	-6	.	.	-8	0	3	.	2.0	-0.1	.
CC(C)Cc1nc2ccc(N)cc2[nH]1	-5	-0.9	9	11	-6	-25	25	2.3	-0.5	-3
CC(=O)Nc1cccc(-c2ccnc3c2CC(C)(C(=O)NCc2cccc(Cl)c2)O3)c1 (centres undefined)	.	i	.	.	-1	20	.	1.2	.	.
C[C@@H]1CN([C@@H](C)CO)C(=O)c2cc(C3=CCCCC3)cnc2O[C@H]1CN(C)C(=O)Nc1cccc(F)c1	.	-0.4	.	5	-4	15	.	0.9&-1.5&-0.3	.	.
CCCNS(=O)(=O)c1ccc(CCC(=O)Nc2cc(Cl)ccc2Oc2ccccc2)cc1	-12	-0.5	.	0	-5	18	35	.	0.3	3
CCOc1cc(C)c(C(C)C)cc1S(=O)(=O)n1cnc(C)c1	1	0.0	0	11	-6	47	24	0.9	19	0
CCOc1cc(N2CCOCC2)c(OCC)cc1NC(=O)C1CCCC1	-12	0.1	-1	1	1	-10	14	.	-1.1	5
CC(=O)c1sc(NC(=O)Cc2c(F)cccc2Cl)nc1C	12	-0.1	-1	-2	2	-8	20	0.1	-0.6	0
O=C1CSC(c2ccncc2)N1Cc1ccco1 (centres undefined)	-8	-1.0	-2	11	-2	-4	32	.	-0.1	1
CCOc1ccc(CN2CCN(Cc3nc(C(C)C)cs3)CC2CCO)cc1 (centres undefined)	6	.	4	3	.	.	26	0.2	.	-2
O=c1cc(-c2ccccc2)c2c([nH]1)CCCC2	-22	15	.	0	-8	3	34	.	-0.3	-3
COc1ccc(CCNC(=O)COc2nsnc2N2CCOCC2)cc1OC	-1	i	-8	5	-3	1	30	.	0.4	4
CN(C)C(=O)C12CCC(C)(c3nc4ccccc4nc31)C2(C)C (centres undefined)	0	4.0	1	3	1	3	-23	.	5.3	-2
CC(=O)Nc1ccc(C(=O)OCc2ccc(F)cc2)cc1	-4	-0.5	2	-8	-4	11	-31	0.5	-1.1	6
New compounds follow
SMILES	SSB-PriA inh	Vc quorum ag	Rv3671c protease	MazF activator	Anthrax LF prot	Yp Topo-I inh	DUSP3 inh	TcdB GH inh	PfHsp40 rescue	3CLpro inhibitor
COc1cccc(CN(CC(=O)NC2CCCC2)C(=O)CCC(=O)Nc2cc(C)on2)c1	-5	0.7	-2	8	-3	0	19	.	-1.7	4
O=C(/C=C/c1ccccc1Cl)NCCCn1ccnc1	-4	i	6	5	-6	0	9	2.6	2.0	2
O=C1NC(=S)SC1=Cc1ccccc1Cl	0	.	.	1	-5	2	.	3.4	2.9	.
Cc1ccc(C(=O)NCCc2nc3ccccc3[nH]2)cc1[N+](=O)[O-]	-2	4.1	1	3	-3	-4	-10	.	1.5	0
COc1ccccc1N1CCN(S(=O)(=O)CCNC(=O)CCCc2ccccc2)CC1	-3&4	-0.4	10	-1	-2	36	.	0.9	-0.3	.
COc1ccc(OC)c(N)c1	74*	3.1	18	-4	-18	42	9	.	0.4	2
Cc1ccc(-c2nnc(N3CCCCCC3)c3ccccc23)cc1	5	-0.2	-11	-2	4	4	21	2.7	-0.8	0

Among those listed so far, six contain a furan ring, fused or not.
SMILES	SSB-PriA inh	Vc quorum ag	Rv3671c protease	MazF activator	Anthrax LF prot	Yp Topo-I inh	DUSP3 inh	TcdB GH inh	PfHsp40 rescue	3CLpro inhibitor
O=C(COC(=O)c1ccc(S(=O)(=O)NCc2ccco2)cc1)Nc1ccc(OC(F)F)cc1	-2	-5.9	-5	1	1	3	10	.	-1.3	9
Cc1ccc(CCC(=O)Nc2ncc(Cc3cccc(Cl)c3Cl)s2)o1	-19	-0.3	6	-1	0	3	18	0.6	-1.0	3
Cc1ccc(C(=O)NCCNc2ccc(Cl)cc2[N+](=O)[O-])o1	11	i	-2	1	-3	-4	13	.	0.1	7
Cn1c(NC(=O)c2ccc(Br)o2)cc(=O)n(C)c1=O	-14	-5.7	2	-7	-2	-2	15	.	-0.5	-4
O=C(Nc1ccc(C(=O)O)cc1)/C(=C\c1ccco1)NC(=O)c1ccc(Br)o1	-1	-0.2	3	-8	4	1	-3	0.3	0.8	-3
O=C1CSC(c2ccncc2)N1Cc1ccco1 (centres undefined)	-8	-1.0	-2	11	-2	-4	32	.	-0.1	1

Some of the compounds tested, so the mix of outcomes need not match the whole.
